RORg inh – ROR gamma (mouse) transcription inhibition. Drosophila S2 Gal4-RORgamma UAS-luciferase reporter, 20 h. 310,000 compounds, 5.4% hits. P51450. Potency, µM (doses to about 53.6 µM), without a hit: top-dose activity change, negative = inhibition, actives largely listed as inhibitors; also: potency is read from the fitted curve at half-maximal effect; % is scaled to controls: 0 for no effect and ±100 for the full control effect; nearly all actives have a fitted effect of over 60% in size
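Read-out: Photinus luciferase luminescence; inhibitors lower reporter signal. Insect Schneider cells with Gal4-ROR gamma fusion under metallothionein promoter, UAS reporter; 700 uM final copper sulfate induction, 20 hr, ambient temperature.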
Gal4-VP16 FLuc – counter-screen for ROR gamma inhibitors: Gal4-VP16 reporter. Drosophila S2 Gal4-VP16 UAS-luciferase, luminescence, 20 h. Potency, µM (doses to about 53.6 µM), without a hit: at the highest dose activity, negative = inhibition, actives largely listed as inhibitors. 310,000 compounds, 3.5% hits;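 also: Gal4-VP16 expression switched on by copper sulfate through the metallothionein promoter; potency is read from the fitted curve at half-maximal effect; % is scaled to controls: 0 for no effect and ±100 for the full control effect; nearly all actives have a fitted effect of over 50% in size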
ELG1 DNA repair – inhibitors of ELG1-dependent DNA repair in HEK293T cells; HEK293T ELG1-luciferase reporter, luminescence, 16 h; DNA damage induced by 5-fluorouridine; 330,000 compounds, 2.3% hits; Potency, µM (top dose mostly 46.1 µM), without a hit: top-dose activity change, negative = inhibition, most hits filed as inhibitors; AID 504467; also: potency is read from the fitted curve at half-maximal effect; % is scaled to controls: 0 for no effect and ±100 for the full control effect; nearly all actives have a fitted effect of over 55% in size
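Luminescence from the luciferase reporter, measured 30 min after ONE-Glo reagent at room temperature, was the read-out. Beforehand, 2,000 cells per well were exposed for 16 hr at 37 °C to 5-fluorouridine together with compound or vehicle.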
FLuc modulator – firefly luciferase modulation, counter-screen for miR-21 project; P08659; purified FLuc, Km substrates, luminescence inhibition; Potency, µM (top dose mostly 57.5 µM), without a hit: top-dose activity change, negative = inhibition, hits mostly inhibitors; 360,000 compounds, 6.9% hits;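 also: potency is read from the fitted curve at half-maximal effect; plate controls were vehicle for no effect and reference inhibitor for full effect; nearly all actives have a fitted effect of over 55% in size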
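Biochemical qHTS of compounds, final roughly 60 µM downward over six points, against 10 nM purified firefly luciferase using Km concentrations of substrates (10 uM D-luciferin, 10 uM ATP) in Tris acetate pH 7.5 buffer; luminescence output.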
Rab9 prom act – activates the Rab9 promoter; Huh7 Rab9 promoter-luciferase reporter, luminescence, 24 h; Potency, µM (doses to about 9.22 µM), for the others: at the highest dose activation, negative = inhibition, usual class: activators; 320,000 compounds, 2.8% hits; also: potency is read from the fitted curve at half-maximal effect; % of control where 0% means no effect; nearly all actives have a fitted effect of over 60% in size
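Stable Rab9-luc Huh7, 1500 cells/well, 2 h settle; cmpd in DMSO, 24 h, 37 °C/5% CO2; luciferase reagent 10 min RT; luminescence.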
Menin MLL FP TR – displaces Texas Red mutant MLL peptide from human menin; O00255; Potency, µM (titrated, usually from 61.6 µM), without a hit: top-dose FP activity change, negative = inhibition, most hits filed as inhibitors; 270,000 compounds, 0.23% hits; Menin + Texas Red MLL mutant peptide, fluorescence polarization; active = well fitted inhibition curve with a large enough effect in the polarisation, with a control signal flat, not every such curve was filed as active; inconclusive = small, poorly fitted or top-dose-only effect, or effect the other way, or a change in a side signal; inactive = no such curve, though single readings can be large or run the other way; the % refers to the polarisation; also: potency is read from the fitted curve at half-maximal effect; % of control where 0% means no effect; many of its hits are not listed in these tables
Target sequence (O00255 whole entry, looked up): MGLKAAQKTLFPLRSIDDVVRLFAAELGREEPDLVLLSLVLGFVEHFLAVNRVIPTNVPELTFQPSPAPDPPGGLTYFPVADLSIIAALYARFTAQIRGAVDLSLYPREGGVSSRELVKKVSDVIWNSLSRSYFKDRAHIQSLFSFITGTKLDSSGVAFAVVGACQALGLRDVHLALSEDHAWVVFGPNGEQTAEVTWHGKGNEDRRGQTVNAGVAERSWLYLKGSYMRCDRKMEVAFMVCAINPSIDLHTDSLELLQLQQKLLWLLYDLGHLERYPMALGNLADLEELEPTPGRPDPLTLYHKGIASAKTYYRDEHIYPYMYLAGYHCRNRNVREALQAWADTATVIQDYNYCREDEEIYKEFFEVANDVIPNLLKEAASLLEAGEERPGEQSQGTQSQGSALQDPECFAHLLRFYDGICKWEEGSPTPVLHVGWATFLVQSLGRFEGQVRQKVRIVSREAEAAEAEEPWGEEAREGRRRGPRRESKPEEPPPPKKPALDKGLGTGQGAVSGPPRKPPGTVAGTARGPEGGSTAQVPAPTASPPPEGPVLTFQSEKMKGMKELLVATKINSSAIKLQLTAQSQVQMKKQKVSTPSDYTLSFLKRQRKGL
MBNL1 CUG block – blocks human MBNL1 binding to CUG repeat RNA; Q9NR56; TR-FRET MBNL1-His/biotin-(CUG)12 binding, 665/545 ratio; Potency, µM (top dose mostly 57.5 µM), without a hit: at the top dose activity change, negative = inhibition, most hits filed as inhibitors; 280,000 compounds, 0.036% hits; AID 2675; active = well fitted inhibition curve with a large enough effect in the signal ratio, with a control signal flat, not every such curve was filed as active; inconclusive = small, poorly fitted or top-dose-only effect, or effect the other way, or a change in a side signal; inactive = no such curve, though single readings can be large or run the other way; the % refers to the signal ratio; also: potency is read from the fitted curve at half-maximal effect; % is scaled to controls: 0 for no effect and ±100 for the full control effect
Target sequence (Q9NR56 whole entry, looked up): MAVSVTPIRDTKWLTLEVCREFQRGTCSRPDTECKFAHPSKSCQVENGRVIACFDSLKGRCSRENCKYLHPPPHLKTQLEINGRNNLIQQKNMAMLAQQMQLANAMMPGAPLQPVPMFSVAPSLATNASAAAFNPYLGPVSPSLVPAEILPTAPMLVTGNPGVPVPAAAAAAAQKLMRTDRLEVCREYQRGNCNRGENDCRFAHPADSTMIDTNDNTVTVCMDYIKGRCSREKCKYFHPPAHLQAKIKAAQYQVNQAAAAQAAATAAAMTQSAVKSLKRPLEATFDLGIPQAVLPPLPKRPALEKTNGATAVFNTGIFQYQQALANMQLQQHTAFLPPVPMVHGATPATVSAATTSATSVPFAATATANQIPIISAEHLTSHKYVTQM
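Ratiometric TR-FRET (665 over 545 nm, excitation 340 nm) tracks disruption of MBNL1-His/biotin-(CUG)12 complex after 60 min at room temperature, with compounds at 92 nM to 58 uM final.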
Mito fusion act – mitochondrial division inhibition or fusion activation | Potency, µM (top dose mostly 46.1 µM), inactives show at the highest dose growth rescue (activation), hits mostly activators | S. cerevisiae fusion-defective mutant growth rescue, CellTiterGlo 48 h | AID 485298 | 320,000 compounds, 0.23% hits;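 also: potency is read from the fitted curve at half-maximal effect; % of control where 0% means no effect; nearly all actives have a fitted effect of over 45% in size; temperature-sensitive fusion mutants such as fzo1-1 at 37 °C on non-fermentable ethanol glycerol medium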
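Luminescent cell viability in 1536-well qHTS format served as the measure of rescued growth in ts fusion-mutant S. cerevisiae cultured on non-fermentable YPEG for 48 hours at 37C.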
KCNH2 3.1 block – KCNH2 3.1 (human) potassium channel inhibition; U2OS KCNH2 3.1, thallium flux FluxOr; stronger effect = lower value; activity change, % (tested at about 1.8 µM); 340,000 compounds, 0.95% hits; AID 720553;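 active = maximum activity change below -70%; inconclusive = maximum activity change from -70% to -50%; inactive = maximum activity change above -50%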;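 also: thallium influx rate constant from kinetic fluorescence after stimulation buffer; % is scaled to controls: 0 for no effect and ±100 for the full control effect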
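Thallium flux via FluxOr fluorescence (Red40 quencher, 45 min loading) in U2OS cells virally expressing the KCNH2 3.1 isoform (1.77 x 10^8 /mL virus, overnight at 37 C). Rate constants from 2-min kinetic reads post-stimulation, normalised to positive and negative controls.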
PKM2 act – activators of human pyruvate kinase M2; P14618; purified PKM2, Kinase-Glo ATP luminescence, activation; response scale: 0% is enzyme alone, no compound; Potency, µM (titrated, usually from 57.5 µM), inactives show top-dose activation, most hits filed as activators; 260,000 compounds, 0.34% hits; AID 1631; also: potency is read from the fitted curve at half-maximal effect; % is scaled to controls: 0 for no effect and ±100 for the full control effect; nearly all actives have a fitted effect of over 55% in size
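Purified hPK-M2 (>95% pure) converted ADP (0.1 mM final) to ATP with 0.5 mM PEP in 50 mM imidazole pH7.2, KCl, MgCl2, Tween 20, BSA; 1 h at room temperature. ATP detected by Kinase-Glo luminescence.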
NPC1 prom act – activates the NPC1 promoter; Huh7 NPC1 promoter luciferase reporter, 24 h; Potency, µM (highest dose often 9.22 µM), without a hit: at the highest dose activation, actives largely listed as activators; 320,000 compounds, 2.4% hits; AID 485313;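 also: potency is read from the fitted curve at half-maximal effect; % of control where 0% means no effect; nearly all actives have a fitted effect of over 60% in size; reporter is driven by a mutant NPC1 promoter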
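In 1536-well qHTS, Huh7 cells harboring an NPC1 promoter–luciferase construct received compound for 24 h; activation was quantified by luminescence following luciferase reagent addition.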
Active calls of the source: *; ? = inconclusive; . = not tested or not shown; [ ] = remark or other dose. Unless noted, calls follow the shape of the dose curve; as a rule, active = well fitted curve in the direction sought with a large enough effect; inconclusive = small, poorly fitted or top-dose-only effect, or another doubt; inactive = no such curve, though single readings can be large; an effect the other way counts as inactive or inconclusive. These rows are one share of the data (hit frequency here may not be typical).

item	mol	RORg inh	Gal4-VP16 FLuc	ELG1 DNA repair	FLuc modulator	Rab9 prom act	Menin MLL FP TR
1	CCC(COC(C)=O)Nc1nc2c([nH]1)c(=O)n(C)c(=O)n2C (stereo unspecified)	-5%	-9%	11%	3%	-3%	.
2	COc1ccc(C2=NCC(CSc3nnc(-c4ccc5c(c4)OCO5)o3)S2)cc1 (stereo unspecified)	?	10%	?	9.5µM*	?	3%
3	O=C(NNC(=S)NCCCN1CCOCC1)c1ccncc1	1%	2%	12%	4%	-3%	-11%
4	O=C(c1ccc(S(=O)(=O)N2CCOCC2)cc1)N1CCN(c2cccc(Cl)c2)CC1	3%	?	?	2%	-5%	-25%
5	COc1ccccc1C1C(C(=O)c2ccco2)=C(O)C(=O)N1c1cc(C)on1 (stereo unspecified)	24%	1%	?	3%	9%	.
6	O=C(N/N=C/c1ccc(OC(=O)c2ccco2)cc1)c1ccccn1	17%	-2%	?	2.7µM*	1.8µM*	-26%
7	Cc1noc(C)c1C(=O)OCC(=O)Nc1ccccc1C(=O)NC(C)c1ccccc1 (stereo unspecified)	38%	-6%	?	-3%	2%	33%[activator]
8	Cc1ccc(C)c(C(=O)N(C)CC(=O)Nc2ccccc2C(F)(F)F)c1	-9%	-8%[10 µM]	7%	1%	-10%	-9%
9	COC(=O)c1sc2nc[nH]c(=O)c2c1C	?	-2%	0%	0%	4%	-2%
10	CCC(Oc1ccc(C)c(C)c1)C(=O)N1CCCN(C)CC1 (stereo unspecified)	-7%	-4%	18%	0%	4%	?
11	O=C(Cn1ccc(NC(=O)OCc2ccccc2)nc1=O)NCc1ccccn1	.	.	4%	0%	-1%	.
12	CC(C)(C)NC(=O)C1N(c2cccnc2)C(=O)C2C(C(=O)Nc3ccccc3)C3(C)C=CC21O3 (stereo unspecified)	11%	0%	4%	-1%	-3%	-16%

item	MBNL1 CUG block	Mito fusion act	KCNH2 3.1 block	PKM2 act	NPC1 prom act
1	.	-2%	7	-1%	0%
2	2%	12%	-5	-2%	0%
3	1%	-2%	4	1%	-4%
4	-18%	7%	-18	-6%	9%
5	?	1%	-28	-1%	5%
6	27%	0%	-14	-16%	2.8µM*
7	?	10%	-7	5%	-3%
8	-3%	-9%	6	-1%	0%
9	5%	-6%	-9	3%	0%
10	-6%	-2%	5	1%	-3%
11	.	-7%	28	.	-3%
12	-4%	-2%	6	-6%	-3%

New compounds follow.
item	mol	RORg inh	Gal4-VP16 FLuc	ELG1 DNA repair	FLuc modulator	Rab9 prom act	Menin MLL FP TR
13	O=C(Sc1ccc(Cl)cc1)c1cccc(Cn2cc(C(F)(F)F)ccc2=O)c1	-35%	-5%	-7%	-4%	-1%	.
14	O=C(Nc1ccc(F)cc1)Nc1csc2ccccc12	-27%	-16%	3%	24µM*	21%	.
15	Cc1cc(NS(=O)(=O)c2ccc(NC(=O)c3cc4c(=O)n5ccccc5nc4s3)cc2)nc(C)n1	-4%	-2%	4%	?	2%	-12%
16	Cc1ccc(C(=O)COC(=O)C2C3C=CC(C3)C2C(=O)OCC(=O)c2ccc(C)c(C)c2)cc1C (stereo unspecified)	?	-5%	13µM*	-8%	4%	-2%
17	O=c1[nH]c2ccccc2cc1CN(CC1CCCO1)S(=O)(=O)c1ccccc1 (stereo unspecified)	-3%	2%	-6%	-1%	-2%	6%
18	O=C(CN1CCS(=O)(=O)CC1)NNC(=O)C1CCCCC1	12%	3%	12%	-2%	-4%	13%
19	O=S(=O)(c1ccc(OCC(O)CN2CCN(c3ccccc3Cl)CC2)cc1)N1CCOCC1 (stereo unspecified)	4%	-3%	?	2%	0%	-8%
20	Cc1ccc(NC(=O)CSc2nc3ccccc3c(=O)n2CCCN2CCCCC2)cc1Cl	?	?	15%	-3%	-8%	-11%
21	N#C/C(=C\c1cccc(O)c1)c1nc2ccccc2o1	-83%	?	20%	8.5µM*	-10%	.
22	CCC(=O)c1ccc(OCC(=O)OCC(=O)NC2CCCCCC2)cc1	.	.	2%	1%	0%	.
23	O=C(Nc1cccc(/C=C/c2ccccn2)c1)c1cc(Cl)ccn1	?	6%	?	19µM*	2.8µM*	?
24	CCOC(=O)c1c(C)oc2c1c(C=NCCC(=O)O)c(O)c1ccccc12	-33%	1%	17%	-14%	1%	17%

item	MBNL1 CUG block	Mito fusion act	KCNH2 3.1 block	PKM2 act	NPC1 prom act
13	.	2%	1	5%	2%
14	6%	1%	-6	-4%	24%
15	?	1%	-8	3%	10%
16	-9%	0%	-5	-6%	1%
17	-3%	15%	1	.	0%
18	-4%	0%	12	3%	1%
19	-12%	-3%	-9	4%	-1%
20	-1%	-1%	-74*	3%	-9%
21	?	0%	16	-2%	-2%
22	.	2%	4	.	-2%
23	20%	0%	-21	-14%	?
24	?	0%	8	-8%	4%

Other compounds
item	mol	RORg inh	Gal4-VP16 FLuc	ELG1 DNA repair	FLuc modulator	Rab9 prom act	Menin MLL FP TR
25	Cc1ccc(OCC(=O)NCCNC(=O)COc2ccc(C)cc2)cc1	3%	0%	0%	5%	1%	12%
26	Cc1cc(C)nc(N/N=C/c2cn[nH]c2-c2ccc(F)cc2)n1	?	-5%	-3%	-16%	0%	.
27	COCCCNC(=O)Cn1ncc2c(=O)oc3ccccc3c21	-14%	-6%	-2%	0%	0%	-14%
28	O=C(NCc1ccc(F)cc1)C(=O)NCC1OCCN1S(=O)(=O)c1cccs1 (stereo unspecified)	42%	0%	-5%	-1%	-2%	14%
29	CC(=O)c1sc(NC(=O)CSCc2c(C)noc2C)nc1-c1ccccc1	.	.	-33%	2%	-4%	.
30	O=C1CCCN1Cc1ccccc1	-7%	-2%	3%	2%	-1%	6%
31	CCO[C@@H]1OC(C(=O)NCc2nc3ccccc3[nH]2)=C[C@H](c2ccccc2)[C@H]1CCCO	?	-20%	?	0%	1%	-4%
32	CN(C)C(=O)c1cc2cc([N+](=O)[O-])ccc2s1	8%	3%	0%	2%	2%	4%
33	CON/C=C(\C=Nc1ccc(Cl)cc1Cl)c1ncc(C(F)(F)F)cc1Cl	3%	-1%	14%	4%	-3%	0%
34	O=C(COC(=O)CSc1ccc(F)cc1)NCC1CCCCC1	-26%	5%	-5%	0%	1%	-18%

item	MBNL1 CUG block	Mito fusion act	KCNH2 3.1 block	PKM2 act	NPC1 prom act
25	0%	-4%	-2	-7%	0%
26	11%	-7%	-8	-1%	-2%
27	0%	4%	1	4%	-5%
28	-18%	-4%	-22	1%	-2%
29	.	2%	-7	.	-6%
30	-6%	2%	-7	1%	6%
31	-4%	-4%	-23	3%	-3%
32	?	3%	3	-5%	-2%
33	-7%	2%	-9	-1%	1%
34	-3%	2%	6	0%	-3%

Part of the list above in order of SMILES length, falling.
item	mol	RORg inh	Gal4-VP16 FLuc	ELG1 DNA repair	FLuc modulator	Rab9 prom act	Menin MLL FP TR
26	Cc1cc(C)nc(N/N=C/c2cn[nH]c2-c2ccc(F)cc2)n1	?	-5%	-3%	-16%	0%	.
32	CN(C)C(=O)c1cc2cc([N+](=O)[O-])ccc2s1	8%	3%	0%	2%	2%	4%
27	COCCCNC(=O)Cn1ncc2c(=O)oc3ccccc3c21	-14%	-6%	-2%	0%	0%	-14%

item	MBNL1 CUG block	Mito fusion act	KCNH2 3.1 block	PKM2 act	NPC1 prom act
26	11%	-7%	-8	-1%	-2%
32	?	3%	3	-5%	-2%
27	0%	4%	1	4%	-5%

High-throughput results deposited in PubChem BioAssay by National Center for Advancing Translational Sciences (NCATS).
